Screening results deposited in PubChem BioAssay by several laboratories.
KCNK3 inh: human KCNK3 channel inhibition, primary screen; O14649; CHO-KCNK3 thallium flux, FluxOR fluorescence; hits give low values; B-score at 10 µM; hit rate 0.84% among 340,000; AID 602410;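 active means B-score under library mean minus 4 SD, starting fluorescence ratio at most library mean plus 5 SD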;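 further: more negative B-score means stronger inhibition of thallium flux through KCNK3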
KCNK9 inh: inhibitors of human KCNK9 two-pore domain potassium channel; Q9NPC2; HEK293 KCNK9, FluxOR thallium flux fluorescence; hits give low values; B-score at 10 µM; hit rate 1.2% among 310,000; AID 488922;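 active means ratio B-score over 3 SD below the library mean, with starting fluorescence within 5 SD of its mean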;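 further: negative B-score means less thallium flux so channel inhibition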
KCNQ1 act: human KCNQ1 channel potentiation or activation | AID 2648 | B-score at 10 µM | hit rate 0.35% among 310,000 | P51787 | CHO-K1 KCNQ1, thallium flux FluxOR fluorescence; hits give high values;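 active means fluorescence ratio B-score, a plate-corrected score, at least three library SD, with initial intensity B-score within 5 SD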
Target sequence (P51787 whole entry, looked up): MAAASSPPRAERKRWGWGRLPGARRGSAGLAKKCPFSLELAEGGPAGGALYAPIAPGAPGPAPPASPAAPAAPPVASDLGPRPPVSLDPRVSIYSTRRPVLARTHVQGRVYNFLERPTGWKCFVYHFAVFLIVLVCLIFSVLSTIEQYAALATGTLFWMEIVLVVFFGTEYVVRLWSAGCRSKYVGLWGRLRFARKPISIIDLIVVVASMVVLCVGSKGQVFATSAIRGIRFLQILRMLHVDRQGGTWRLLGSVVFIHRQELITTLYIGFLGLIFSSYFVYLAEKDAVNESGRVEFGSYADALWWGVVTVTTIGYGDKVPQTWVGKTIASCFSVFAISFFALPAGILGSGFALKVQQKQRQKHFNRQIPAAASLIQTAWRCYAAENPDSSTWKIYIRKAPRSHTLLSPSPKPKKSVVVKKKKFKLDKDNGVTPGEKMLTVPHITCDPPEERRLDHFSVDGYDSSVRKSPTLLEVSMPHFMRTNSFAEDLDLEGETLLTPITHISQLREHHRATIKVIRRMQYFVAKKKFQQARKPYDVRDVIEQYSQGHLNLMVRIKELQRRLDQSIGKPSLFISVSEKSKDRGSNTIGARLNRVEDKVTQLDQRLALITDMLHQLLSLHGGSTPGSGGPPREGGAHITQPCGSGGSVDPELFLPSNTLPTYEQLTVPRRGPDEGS
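assay system = KCNQ1-transfected CHO-K1 cells | medium = assay buffer with matched DMSO | probe or stimulus = depolarizing K+/Tl+ stimulus, K2SO4 and Tl2SO4 each 12.5 mM in 5x stock | dosing = single dose | incubation = dye 90 min, compound 20 min, room temperature | detection = kinetic FluxOR fluorescence, 10 s baseline plus 110 s post-stimulus | evaluation = ratio B score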
RGS4 pot: potentiators or activators of RGS4 | HEK293 M3R/inducible RGS4, carbachol calcium flux Fluo4; hits give low values | B-score at 10 µM | hit rate 0.92% among 310,000;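 active means B-score of the integrated calcium signal more than 4 SD below the library mean, with starting fluorescence not abnormally high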;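 further: negative B-score means reduced calcium response which marks RGS4 activation or potentiation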
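test system = HEK293 cells with stable M3R and inducible RGS4 | schedule = recording 10 s baseline at 1 Hz, 100 s post-agonist | technique = Fluo4-AM (2 µM) calcium-flux fluorescence, kinetic read | measure = Agonist-evoked peak-minus-minimum fluorescence over baseline, integrated ratio, B score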
ANO1 activ: activators or potentiators of mouse TMEM16A chloride channel. Q8BHY3. HEK293 TMEM16A/YFP-H148Q/I152L, iodide quench fluorescence; hits give low values. B-score at 10 µM. hit rate 0.3% among 340,000. AID 623877;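 active means fluorescence-ratio B-score plate-corrected deviation score at least 3 library SD below zero, with starting fluorescence score within 5 deviations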;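 further: channel opened by trigger with iodide after compound preincubation; score built on the fluorescence ratio of max minus min over baseline; more negative score means more quench and so TMEM16A activation or potentiation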
SKKanGAS inh: inhibitors of SKKanGAS S. pyogenes growth in kanamycin (SK-promoter or general growth effect); hit rate 1.3% among 300,000; inhibition, % at 7.5 µM; BacTiter-Glo, 6 h;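 active means mean replicate score, as percent of positive control median, at least 50; inconclusive means mean below 50 but one replicate at or above 50; inactive means mean and every replicate below 50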;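 further: strain carries kanamycin resistance gene driven by streptokinase promoter and grows in 40 µg/ml kanamycin; loss of luminescence reflects streptokinase promoter inhibition or plain growth inhibition; 0% = median of DMSO wells and 100% = positive control at its reference dose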
hERG protect: compounds protecting human hERG from proarrhythmic drug block | CHO-hERG, FluxOR thallium flux, dofetilide IC70 present | activation (rescue from dofetilide block), less the hit threshold, % at 10 µM | hit rate 0.51% among 310,000 | AID 1511;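 active means activation above the mean of controls blocked by dofetilide plus 5 SD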;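 further: thallium influx through hERG after potassium depolarization seen as dye fluorescence rise; in these data hits start at about 4.7%; inactives centre near -7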
ANO1 block: inhibitors of mouse TMEM16A calcium-activated chloride channel. normalized B-score (activity score, 25-100; higher = stronger inhibition) at 10 µM. Q8BHY3. HEK293 TMEM16A/YFP iodide influx fluorescence, ionomycin. hit rate 1.2% among 310,000;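 active means ratio plate-corrected score three or more library SD toward inhibition, starting fluorescence score within five deviations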;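 further: score derived from kinetic fluorescence span divided by baseline fluorescence per well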
HDAC3 inhib: blocks human histone deacetylase 3; recombinant HDAC3, fluorogenic peptide/trypsin coupled, fluorescence; inhibition, % at 8.3 µM; hit rate 0.15% among 320,000; AID 2718; in the data active means inhibition above about 26%, passing the limit was not always enough; inconclusive means no clear call, values can overlap the other calls
KCNQ1 inh: blocks the human KCNQ1 potassium channel. hit rate 1.3% among 310,000. B-score at 10 µM. P51787. CHO-K1 KCNQ1, FluxOR thallium flux fluorescence; hits give high values;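 active means compounds whose thallium flux B-score, printed positive for inhibition, exceeds three library SD while starting fluorescence stays within three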;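 further: channel opened by potassium depolarization with thallium stimulus after 20 min compound exposure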
RGS4 block: inhibitors of human RGS4; P49798; HEK293 M3R/RGS4 inducible, Fluo-4 calcium flux; hits give high values; triggered by carbachol at its EC20; B-score at 10 µM; hit rate 0.45% among 310,000; AID 463165;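 active means B-score, a plate-corrected calcium signal, over three deviations above library mean, with baseline fluorescence within five deviations of library mean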;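 further: RGS4 expression induced by doxycycline in cells with stable M3 receptor; B-score is computed from the integrated fluorescence ratio over baseline after carbachol; higher B-score means a larger calcium signal and so more RGS4 inhibition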
Target sequence (P49798 whole entry, looked up): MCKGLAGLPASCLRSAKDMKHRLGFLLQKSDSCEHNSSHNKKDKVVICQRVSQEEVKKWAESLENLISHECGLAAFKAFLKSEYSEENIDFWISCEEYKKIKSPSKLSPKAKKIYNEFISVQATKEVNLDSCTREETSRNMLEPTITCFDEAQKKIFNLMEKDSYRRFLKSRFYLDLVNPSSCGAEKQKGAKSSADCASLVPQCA
* hit, by the source's call; i = inactive; ? = inconclusive; . = no result given.

A first look, 2 compounds:
SMILES | KCNK3 inh | KCNK9 inh | KCNQ1 act | RGS4 pot | ANO1 activ | SKKanGAS inh | hERG protect | ANO1 block | HDAC3 inhib | KCNQ1 inh | RGS4 block
Cc1ccc(NC(=O)CC2SCCNC2=O)cc1[N+](=O)[O-] (stereo not drawn) | i | i | i | i | i | 0 | -5 | i | -1 | i | i
CC(C)(O)C1=NOC(c2ccccc2)C1 (stereo not drawn) | i | i | i | i | i | -2 | -8 | i | 1 | i | i

The list itself, repeating the preview:
SMILES | KCNK3 inh | KCNK9 inh | KCNQ1 act | RGS4 pot | ANO1 activ | SKKanGAS inh | hERG protect | ANO1 block | HDAC3 inhib | KCNQ1 inh | RGS4 block
Cc1ccc(NC(=O)CC2SCCNC2=O)cc1[N+](=O)[O-] (stereo not drawn) | i | i | i | i | i | 0 | -5 | i | -1 | i | i
CC(C)(O)C1=NOC(c2ccccc2)C1 (stereo not drawn) | i | i | i | i | i | -2 | -8 | i | 1 | i | i
O=C(CCc1ccccc1)NCc1ccc(F)cc1 | i | i | i | i | i | 5 | -8 | i | 0 | i | i
CCCCc1nnc(NC(=O)C(C)Sc2nc(O)c(Cc3ccccc3)c(=O)[nH]2)s1 (stereo not drawn) | i | i | i | i | i | -13 | -10 | i | -3 | i | i
CCCOc1c(Cl)cc(C(=O)NC)cc1OC | i | i | i | i | i | -6 | -6 | i | 12 | i | i
CCOc1ccc(C(=O)NCC(=O)OCC(=O)N2C(C)CCCC2C)cc1 (stereo not drawn) | i | i | i | i | i | 4 | -9 | i | -2 | i | i
CCCCNC(=S)N(C)/N=C/c1ccc2c(c1)OCO2 | i | i | i | i | i | -15 | -10 | i | 6 | i | i
COc1cc(C(=O)Cc2nc3ccccc3n2C)cc(OC)c1OC | i | i | i | i | i | -4 | -6 | i | -3 | i | i
COc1cccc(C(C(=O)NC2CCCC2)N(C(=O)c2csnn2)C2CC2)c1 (stereo not drawn) | i | i | i | i | i | -3 | -10 | i | 5 | i | i
Cc1ccn(CCC(=O)N2CCCC(CCC(=O)N3CCN(c4ccccn4)CC3)C2)n1 (stereo not drawn) | i | i | i | i | i | 6 | -3 | i | -2 | i | i
Cc1cccc(NC(=S)NC(=O)c2cccs2)n1 | i | i | i | i | i | -1 | -5 | i | 1 | i | i
CC(NC(=O)[C@H](C)NC(=O)N1CCn2c1nc1ccccc12)c1ccccc1 (stereo partly drawn) | i | i | i | i | i | -2 | -10 | i | -4 | i | i
O=C1CCC/C1=C\Nc1ccc(Cl)c([N+](=O)[O-])c1 | i | i | i | i | i | -1 | -5 | i | 7 | i | i
COC(=O)c1cccc(NC(=S)N2CCN(c3ccccc3F)CC2)c1 | i | i | i | i | i | -5 | -4 | i | -12 | i | i
Cc1ccccc1/C=N/NC(=O)CSc1nc2ccccc2o1 | i | i | i | i | i | -3 | -12 | i | 1 | i | i
O=C(COc1ccc(Cl)cc1)N1CCN(C(=O)c2ccccc2F)CC1 | i | i | i | i | i | -3 | -8 | i | -4 | i | i
COc1ccc2nc(C)cc(SCC(=O)NNC(=O)COc3ccc(C)cc3)c2c1 | i | i | i | i | i | -1 | -13 | i | 3 | i | i
S=C(N/N=C/c1ccc2c(c1)OCO2)NC1CC2CCC1C2 (stereo not drawn) | i | i | i | i | i | -12 | -9 | i | 3 | i | i
FC(F)(F)c1ccccc1NC(=S)Nn1cnnc1 | i | i | i | i | i | . | -13 | i | 1 | i | i
O=C(Nc1ccc(NC(=O)c2cc3ccccc3o2)cc1)c1ccco1 | i | i | i | i | i | 15 | -8 | i | -1 | i | i
CCn1ncc(/C=C/C(=O)Nc2c(C)nn(CC)c2C)c1C | i | i | i | i | i | -1 | -9 | i | -3 | i | i
COc1ccccc1NC(=S)N1CCCc2ccccc21 | i | i | i | i | i | -3 | 0 | i | 0 | i | i
COc1cc(OC)cc(C(=O)NCCOc2ccccc2)c1 | i | i | i | i | i | -17 | -13 | i | -5 | i | i
CC1CN(C(=S)SCCN2C(=O)CCC2=O)CC(C)O1 (stereo not drawn) | i | i | i | i | i | -13 | -4 | i | 0 | i | i
CCCCn1c(N)c(N(CC)C(=O)CCc2ccccc2)c(=O)[nH]c1=O | i | i | i | i | i | 7 | -7 | i | 0 | i | i
N/C(=N\OC(=O)CN1C(=O)c2ccccc2C1=O)c1ccc(Br)cc1 | i | i | i | i | i | -8 | -13 | i | -1 | i | i
Nc1nc(CCl)nc(Nc2ccccc2)n1 | i | i | i | i | i | 2 | -12 | i | -6 | i | i
O=C(/C=C/c1ccc([N+](=O)[O-])cc1)NCCSc1ccccc1 | i | i | i | i | i | 2 | -10 | i | 10 | i | i
O=C(c1cc(-c2cccs2)nc2ccccc12)N1CCN(c2ccccc2)CC1 | i | i | i | i | i | 29 | -11 | i | 6 | i | i
O=C1c2ccccc2NC(c2ccccc2)N1c1ccc(O)cc1 (stereo not drawn) | i | i | i | i | i | -6 | -10 | i | -3 | i | i
CCC(C)[C@H](NC(=O)N1CCN(c2cccc(C(F)(F)F)c2)CC1)C(=O)OC (stereo partly drawn) | i | i | i | i | i | -1 | -8 | i | 4 | i | i
CCOC(=O)NNC(=O)C12CC3CC(CC(C3)C1)C2 | i | i | i | i | i | -10 | -2 | i | -2 | i | i
COc1ccccc1C(=O)NC(=S)Nc1cccnc1Cl | i | i | i | i | i | 26 | -9 | i | -2 | i | i
COc1ccccc1C(=O)NCCn1ccc2ccccc21 | i | i | i | i | i | 10 | -10 | i | 2 | i | i
COc1cc(CNCCNC(=O)c2nonc2N)ccc1OCc1ccc(Cl)cc1 | i | i | i | i | i | 1 | -23 | i | 5 | i | i
COc1ccccc1OC(=O)c1ccc(SC)cc1OC | i | i | i | i | i | 5 | -7 | i | -1 | i | i
Cc1cc(-c2nnc(CCC(=O)N(C)CCc3ccccc3)o2)no1 | i | i | i | i | i | -3 | -12 | i | . | i | i
CC1CCN(S(=O)(=O)c2cc(C(=O)Nc3ccccn3)ccc2Br)CC1 | i | i | i | i | i | 3 | -14 | i | 6 | i | i
CCN(C(=O)COC(=O)c1cc(S(=O)(=O)N2CCOCC2)c(Cl)cc1Cl)C1CCS(=O)(=O)C1 (stereo not drawn) | i | i | i | i | i | 45 | -6 | i | 2 | i | i
CNS(=O)(=O)c1cccc(C(=O)NCC(C)(C)N2CCCCC2)c1 | i | i | i | i | i | 2 | -16 | i | -1 | i | i
O=C(O)c1ccccc1S(=O)(=O)CC(=O)N1CCCCC1 | i | i | i | i | i | -4 | -3 | i | 8 | i | i
CC1CN(c2ccccc2)C(=O)CS1 (stereo not drawn) | i | i | i | i | i | -2 | -13 | i | 2 | i | i
O=S1(=O)NC(CC2=CCCCC2)C2CCCCC2O1 (stereo not drawn) | i | i | i | i | i | 3 | -7 | i | 1 | i | i
O=C(/C=C/c1ccco1)Oc1cc(Br)cc(/C=N/NC(=O)c2ccccc2O)c1 | i | -14* | i | i | i | 88* | -11 | i | 2 | i | i
COc1ccc(/C=C2\SC(=O)N(CCC(=O)N(C)C3CCS(=O)(=O)C3)C2=O)cc1 (stereo not drawn) | i | i | i | i | i | 5 | -8 | i | -17 | i | i
CCOC(=O)c1c(NC(=O)C2CC(Cl)=CCC2C(=O)O)sc2c1CCCCC2 (stereo not drawn) | i | i | i | i | i | 3 | -11 | i | 3 | i | i
O=C(CC1(O)C(=O)N(Cc2ccccc2Cl)c2ccccc21)c1ccco1 (stereo not drawn) | i | i | i | i | i | 7 | -10 | i | . | i | i
CCOc1ccc(CNC(=O)CN2C(=O)CSc3ccc(S(=O)(=O)N4CCOCC4)cc32)cc1OC | i | i | i | i | i | -2 | -3 | i | -1 | i | i
CC(=O)c1cccc(NC(=O)CSc2nnc(-c3ccc(S(=O)(=O)N4CCCC4)cc3)o2)c1 | i | i | i | i | i | -7 | -8 | i | 2 | i | i
COc1ccc(C(CNC(=O)c2cccc3cccnc23)N(C)C)cc1 (stereo not drawn) | i | i | i | i | i | 10 | -12 | i | 0 | i | i
O=C1CN(C(=O)c2ccccc2)C(c2ccccc2)c2cc(Cl)ccc2N1 (stereo not drawn) | i | i | i | i | i | 5 | -6 | i | 4 | i | i
C/C(=N\NC(=S)NC1CCCCC1)c1ccccc1 | i | i | i | i | i | 0 | -2 | i | 1 | i | i
Cc1cccc(N2CCN(C(=O)CC(NC(=O)c3ccccc3)c3ccccc3)CC2C)c1 (stereo not drawn) | i | i | i | i | i | 0 | -11 | i | 2 | i | i
Cc1cccc(OCCOC(=O)C2CCN(S(=O)(=O)c3cccs3)CC2)c1 | i | i | i | i | i | 0 | -5 | i | 6 | i | i
CN1CCCN(C(=O)c2cccc3ccccc23)CC1 | i | i | i | i | i | 1 | -4 | i | -1 | i | i
O=C(/C=C/c1ccc2c(c1)OCO2)N1CCN(c2n[nH]c(=O)[nH]c2=O)CC1 | i | i | i | i | i | -15 | -11 | i | 3 | i | i
COc1cc2c(cc1OC)C1=C(C#N)CC/C(=N\S(=O)(=O)c3ccccc3)N1CC2 | i | i | i | i | i | -5 | -9 | i | -1 | i | i
CCCCC(=O)OCC(=O)c1[nH]c(C)c(C(C)=O)c1C | i | i | i | i | i | 1 | -28 | i | ? | i | i
O=C(NCc1ccncc1)c1cc(C(=O)C2CCCCC2)c[nH]1 | i | i | i | i | i | -1 | 6.2* | i | 0 | i | i
CN(Cc1cn(-c2ccccc2)nc1-c1ccc(Cl)cc1)C(=O)CCC(=O)O | i | i | i | i | i | 5 | -5 | i | -3 | i | i

(list continues)
SMILES | KCNK3 inh | KCNK9 inh | KCNQ1 act | RGS4 pot | ANO1 activ | SKKanGAS inh | hERG protect | ANO1 block | HDAC3 inhib | KCNQ1 inh | RGS4 block
CCOc1ccccc1NS(=O)(=O)c1c[nH]c(C(=O)OC)c1 | i | i | i | i | i | -3 | -10 | i | 0 | i | i
Cc1nc(-c2ccccc2)nc2n[nH]c(N)c12 | i | i | i | i | i | 0 | -2 | i | 7 | i | i
COc1cccc(Nc2nc3ccccc3n3cnnc23)c1 | i | i | i | i | i | -6 | -9 | i | 3 | i | i
O=C(Nc1ccc2c(c1)CCC2)c1cccc(F)c1 | i | i | i | i | i | 7 | -7 | i | -6 | i | i
